High-throughput results deposited in PubChem by Sanford-Burnham Center for Chemical Genomics.
SENP7 inh: inhibitors of human SENP7 protease | Q9BQF6 | recombinant SENP7, Z-RLRGG-aminoluciferin luminescence, 40 min | inhibition, % at 5 µM | 330,000 tested, 1.5% active | AID 434973;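 active means inhibition above about 50% at the single test dose, limit read from the data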;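 further: plate controls were DMSO with enzyme for no effect and no enzyme buffer wells for full effect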
HKDC1 inhibitor: inhibitors of human hexokinase HKDC1 | 340,000 tested, 0.16% active | inhibition, % at 20 µM | AID 493160 | recombinant HKDC1, G6PDH/diaphorase resazurin coupled fluorescence;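 active means inhibition above about 35% when tested at 20 µM, limit read from the data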;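 further: plate controls were DMSO wells with enzyme for no effect and DMSO wells lacking enzyme for full effect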
Target sequence (Q2TB90 whole entry, looked up): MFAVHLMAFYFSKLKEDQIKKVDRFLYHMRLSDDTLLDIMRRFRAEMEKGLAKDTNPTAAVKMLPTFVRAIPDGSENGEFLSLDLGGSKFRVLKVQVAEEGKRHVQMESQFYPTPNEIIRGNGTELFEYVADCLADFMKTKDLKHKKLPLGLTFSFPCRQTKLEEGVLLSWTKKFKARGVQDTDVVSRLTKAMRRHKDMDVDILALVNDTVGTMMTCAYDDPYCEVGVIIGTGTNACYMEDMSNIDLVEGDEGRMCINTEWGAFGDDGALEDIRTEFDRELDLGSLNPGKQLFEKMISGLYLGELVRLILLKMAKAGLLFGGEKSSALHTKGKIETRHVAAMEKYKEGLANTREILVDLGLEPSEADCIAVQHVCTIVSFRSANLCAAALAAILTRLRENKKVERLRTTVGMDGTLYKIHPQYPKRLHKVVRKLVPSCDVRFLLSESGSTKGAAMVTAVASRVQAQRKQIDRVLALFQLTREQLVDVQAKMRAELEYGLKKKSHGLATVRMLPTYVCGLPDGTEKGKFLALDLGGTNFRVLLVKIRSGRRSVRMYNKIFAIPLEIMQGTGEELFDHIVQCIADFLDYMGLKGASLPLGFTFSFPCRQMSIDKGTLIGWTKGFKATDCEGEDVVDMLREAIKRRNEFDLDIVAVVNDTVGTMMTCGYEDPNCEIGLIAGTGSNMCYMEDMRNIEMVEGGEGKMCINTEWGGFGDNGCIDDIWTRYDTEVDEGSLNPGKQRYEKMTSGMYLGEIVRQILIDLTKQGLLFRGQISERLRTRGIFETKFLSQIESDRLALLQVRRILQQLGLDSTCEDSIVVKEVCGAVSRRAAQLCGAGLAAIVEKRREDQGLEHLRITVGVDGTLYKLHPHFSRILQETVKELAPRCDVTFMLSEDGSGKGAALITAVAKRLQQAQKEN
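Test system: recombinant HKDC1 (HK5) hexokinase enzyme, produced in-house / Doses: 20 µM test compound, 1% DMSO / Timing: 90 min, room temperature / Detection: G6PDH/diaphorase-coupled fluorescence, 1 mM NADP, 100 µM resazurin, 525/613 nm / Control set: DMSO wells with and without enzyme mix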
Apaf1 inhib: inhibitors of human Apaf-1 apoptosome; O14727; 330,000 tested, 0.71% active; inhibition, % at 20 µM; reconstituted apoptosome caspase-3 activity, DEVD-Rh110 fluorescence; active means inhibition of at least 40% at 20 µM;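 further: plate controls were DMSO wells for no effect and DEVD-CHO caspase inhibitor wells for full effect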
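System: Apoptosome proteins | Medium: Hepes pH 7.5 with detergent and BSA | Also added: Cytochrome c trigger plus (Z-DEVD)2-Rh110 caspase-3 substrate | Incubation: 30 min compound preincubation, 50 min activation, room temperature | Detection: Rhodamine 110 fluorescence at Ex 480/Em 540 nm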
SENP6 inh: blocks the human protease SENP6 | AID 2599 | inhibition, % at 10 µM | Q9GZR1 | 330,000 tested, 1.8% active | Recombinant SENP6 catalytic domain, aminoluciferin luminescence;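 active means inhibition above about 50% at the single tested dose, limit read from the data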;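 further: plate controls were DMSO wells with enzyme for no effect and DMSO wells lacking enzyme for full effect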
SENP8 block-1: inhibitors of human SENP8 protease | Q96LD8 | recombinant SENP8, Nedd8 substrate fluorescence | inhibition, % at 20 µM | 360,000 tested, 0.64% active | AID 602440; in the data active means inhibition mostly above about 40%, no sharp cut-off; inactive means mostly below about 27%
SENP1 FRET inh: inhibitors of human SENP1 SUMO protease catalytic domain | recombinant SENP1 catalytic domain, CyPet-SUMO1-YPet FRET cleavage | inhibition, % at 10 µM | 360,000 tested, 0.21% active | AID 624204;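 active means inhibition at least 30% at 10 µM, raw YFP signal under a set limit, fluorescence ratio 0.5 to 1.5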;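 further: 0% = enzyme with DMSO and 100% = no enzyme wells; some results filed as inactive read as strong as hits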
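material = recombinant human SENP1 catalytic domain, His6-tagged | quantity = 20 pM enzyme | reagent = 25 nM SUMO1 FRET substrate | compound dosing = 10 µM single point, 0.5% DMSO | timing = 50 min enzyme reaction, room temperature, light-protected | detection = FRET, CFP and YFP emission | control set = no-enzyme low, enzyme-DMSO high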
PfGluPho inh: PfG6PD (Plasmodium falciparum) enzyme inhibition; PfGluPho enzyme, NADPH resazurin-diaphorase fluorescence; AID 504690; inhibition, % at 20 µM; 350,000 tested, 0.78% active;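 active means inhibition reaching at least a set limit at 20 µM in the primary screen, cut at about 59% in these data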;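 further: 0% = DMSO wells with substrate and 100% = DMSO wells lacking glucose-6-phosphate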
NLRP3 yeast inh: blocks the NALP3 inflammasome reconstituted in yeast; Yeast reconstituted NLRP3/ASC/caspase-1, beta-gal luminescence, 24 h; inhibition, % at 10 µM; 330,000 tested, 0.39% active;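 active means inhibition of 50% or more; inactive means inhibition below 50%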;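 further: plate controls were induced DMSO wells for no effect and uninduced yeast grown without galactose for full effect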
SENP8 block-2: SENP8 protease inhibition; Q96LD8; purified SENP8, Z-RLRGG-aminoluciferin cleavage, luminescence; inhibition, % at 10 µM; 330,000 tested, 1.2% active; AID 2540; in the data active means inhibition above about 50%
Numbers without * were called inactive; nt = not tested or not shown.

compound,SENP7 inh,HKDC1 inhibitor,SENP8 block-2,PfGluPho inh,SENP8 block-1,NLRP3 yeast inh,Apaf1 inhib,SENP1 FRET inh,SENP6 inh
Cc1cc(OCC(=O)N2CCN(c3cccc(Cl)c3)CC2)c2c(C)c(C)c(=O)oc2c1,5,-7,1,8,-102,13,12,1,-10
Cc1cccc(NC(=O)CCN2CCC(C(N)=O)CC2)c1,13,4,-4,-6,20,11,-6,2,5
CCOC(=O)NC(NCCc1ccccc1)(C(F)(F)F)C(F)(F)F,-3,2,1,-3,-136,18,-11,0,-20
C/C(=N\NC(=O)c1cc(C)oc1C)c1ccc2c(c1)OCO2,-7,-6,-10,7,17,11,-8,3,-30
COc1ccccc1-c1ccc(Nc2ccc(C(=O)N3CCOCC3)cc2)nn1,14,8,-7,-19,3,16,-6,1,12
O=C(COc1ccccc1)Nc1cccc(-c2ccc(N3CCOCC3)nn2)c1,53*,-4,29,-4,-22,27,23,1,61*
Oc1ccc2ccccc2c1CNc1ccccc1,nt,16,nt,27,-81,nt,nt,-12,nt
O=[N+]([O-])c1ccccc1/C=N/OCc1ccccc1,0,6,10,-16,19,23,12,2,32
CC(C)c1ccc(NC(=O)CN2CCN(C(=O)C3CCCO3)CC2)cc1 (stereo not drawn),-1,-5,-5,1,7,31,-3,0,-2
COc1cccc(CN(C)C(=O)CNC(=O)c2cccs2)c1OC,-9,-4,5,-10,0,11,2,1,-4
C/C(=N\NC(=O)COc1ccccc1-c1ccccc1)c1cccnc1,0,0,14,2,16,-3,23,2,26
C=CCN(CC=C)S(=O)(=O)c1ccc(F)cc1,9,-2,-9,-8,10,13,-24,1,3
NS(=O)(=O)c1ccc(CCNC(=O)COC(=O)c2cc([N+](=O)[O-])ccc2N2CCOCC2)cc1,-10,-2,-2,5,15,25,-1,0,-14
CC(C)CN1CCNC(=O)C1CC(=O)NCc1cnn(-c2cccc(F)c2)c1 (stereo not drawn),2,-6,1,-12,-65,6,-1,-5,-14
CCCc1nnc(NC(=O)CCS(=O)(=O)c2ccccc2)s1,-5,-5,-9,5,5,18,8,2,-19
O=C(Nc1c(F)cc(F)cc1Br)c1cc(-c2ccccc2)on1,11,-6,-13,7,5,14,2,-2,5
Cc1oc(-c2ccc(Cl)cc2)nc1CS(=O)CC(=O)NCc1cccs1 (stereo not drawn),-1,-5,2,8,-16,-6,2,-2,-4
COc1ccc(C(=O)N(C)C2(C)CCS(=O)(=O)C2)cc1OC (stereo not drawn),-6,-3,-3,-3,7,17,-4,2,-7
CC1Cc2ccccc2N1C(=O)CCn1cccn1 (stereo not drawn),6,-4,-5,-5,8,-32,4,0,-3
O=C1ON=C(c2ccccc2)/C1=C/c1ccc(O)cc1,6,5,-1,-14,8,1,2,0,-17
C(=C\c1nc(-c2ccncc2)no1)/c1ccccc1,18,0,4,0,8,-19,0,-4,-11
CCOC(=O)c1c(O)cc(C)[nH]c1=O,3,-7,-1,-9,18,0,-6,3,8
CCOc1cc(-c2c(C#N)c(N)nc3c2CCc2ccccc2-3)ccc1O,1,1,6,9,-405,5,9,-19,9
O=C(CSc1nnc(-c2ccco2)n1Cc1ccccc1)c1ccc(F)cc1,0,-2,-7,10,8,-13,17,0,-11
CCCN(C(=O)c1ccc(S(=O)(=O)N2CCCC2)cc1)C1CCS(=O)(=O)C1 (stereo not drawn),3,-5,0,-14,8,14,-9,-2,-16
CCOC(=O)/C=c1\s/c(=C(\C#N)C(=O)NC)n(-c2ccccc2)c1=O,6,-1,-1,-8,0,6,0,6,5
COc1cccc(CC(NC(C)=O)C(=O)NC2CCN(S(=O)(=O)c3ccc4ccccc4c3)CC2)c1 (stereo not drawn),-6,-6,7,-9,3,26,-1,3,2
COc1ccc(OCc2nnc(SCC(=O)N3c4ccccc4Sc4ccc(Cl)cc43)o2)cc1,-7,6,-10,4,8,3,13,1,-17
CC(C)(C)NC(=S)NCCc1ccccc1,4,-11,1,11,8,18,3,1,-2
O=C(NC(Cc1ccccc1)c1ccc2c(c1)OCCCO2)c1ccc(F)cc1 (stereo not drawn),1,6,1,2,-4,-1,-2,-2,1
O=C(CN1C(=O)NC(Cc2c[nH]c3ccccc23)C1=O)Nc1ccccc1Br (stereo not drawn),1,-3,3,-2,21,12,-7,1,-5
Cc1cc2nc(-c3ccccc3O)[nH]c2cc1C,nt,-5,nt,20,-495,nt,nt,-63,nt
COC(=O)c1ccc(C2C(C#N)=C(N)Oc3cc(C)n(C)c(=O)c32)cc1 (stereo not drawn),-2,-3,1,-1,-221,3,6,-54,11
O=C(CN1CCN(c2ccccc2)CC1)NC(=O)NCc1ccccc1,2,-9,-6,-6,13,22,-2,2,3
CCOC(=O)C1CCCCN1C(=O)c1oc2c(Cl)cc(C)cc2c1C (stereo not drawn),-1,13,2,-14,5,37,25,2,-6
COc1ccc(-c2cc(C(=O)Nc3ccccc3)on2)cc1,86*,-5,42,-20,-2,16,-18,2,61*
Clc1cc(Sc2ccc(Br)cc2)nnc1-c1ccccc1,3,1,2,9,36,15,17,1,14
CCc1ccccc1N1CC(C(=O)N2Cc3ccccc3CC2C(N)=O)CC1=O (stereo not drawn),-5,-2,-7,-6,1,13,1,1,-2
COc1ccc(-c2cnc(N)nc2-c2ccc(OC)cc2O)cc1,-4,2,-10,51,-28,35,7,-3,-5
COCCOC(=O)C1=C(C)N=C2SCCC(=O)N2C1c1ccc(OC(=O)c2ccco2)cc1 (stereo not drawn),-11,-12,-9,-14,22,-3,8,1,4
CCN(CC(=O)Nc1ccccc1OC)Cc1csc(CC(=O)Nc2ccc(C)cc2)n1,-10,-5,-10,9,4,16,18,-9,22
CC(C)N1C/C(=C/c2cccnc2)C(=O)/C(=C/c2cccnc2)C1,nt,-4,nt,17,15,nt,nt,-5,nt
O=C(C(=Cc1ccccc1)CN1CCCCC1)c1ccccc1,nt,17,nt,9,6,nt,nt,0,nt
O=C(Nc1ccccc1C(=O)O)c1cccc(NC(=O)c2ccco2)c1,-3,5,11,7,15,15,-9,2,8
COc1ccc(/C=C/C(=O)OCC(=O)Nc2ncc(Cl)cc2Cl)cc1,-10,-3,-16,2,-91,32,5,-12,-16
CCOC(=O)c1c(NC(=O)c2nn(CC)cc2Br)c(C#N)nn1-c1ccccc1,-9,14,4,4,-24,14,11,0,2
Oc1ccc(/C=N/Nc2nc(-c3cccnc3)nc3ccccc23)c(O)c1,10,-15,5,13,-330,8,-15,-35,12
CN1/C(=C/C(=O)C2CC2)C(C)(C)c2ccccc21,-7,9,-17,-1,-88,25,8,0,-27

Entries of single compounds, looked up by structure. Order of values: SENP7 inh	HKDC1 inhibitor	SENP8 block-2	PfGluPho inh	SENP8 block-1	NLRP3 yeast inh	Apaf1 inhib	SENP1 FRET inh	SENP6 inh
COc1ccc(/C=C/C(=O)OCC(=O)Nc2ncc(Cl)cc2Cl)cc1 as listed: -10	-3	-16	2	-91	32	5	-12	-16
COc1ccc(-c2cnc(N)nc2-c2ccc(OC)cc2O)cc1 as listed: -4	2	-10	51	-28	35	7	-3	-5

New compounds follow:
compound,SENP7 inh,HKDC1 inhibitor,SENP8 block-2,PfGluPho inh,SENP8 block-1,NLRP3 yeast inh,Apaf1 inhib,SENP1 FRET inh,SENP6 inh
Cc1ccc(-c2c[n+](CC(=O)c3cccs3)c3n2CCC3)cc1,-2,-3,-1,13,16,3,2,-1,-3
CC1Cc2nc(SCC(=O)Nc3ccccc3F)n(C)c(=O)c2S1 (stereo not drawn),14,-5,-9,3,3,14,-5,-1,4
COC(=O)c1c(-c2ccccc2)csc1N1C(=O)Nc2ccccc2N1O,-11,4,-3,-30,-5,10,2,2,-12
CCOC(=O)N1CCN(C(=O)c2cccc(S(=O)(=O)Nc3ccc(OC)cc3)c2)CC1,2,-4,-6,-8,14,7,51*,0,-4
N#Cc1ccc(C(=O)OCC(=O)NC(=O)NC2CCCCC2)cc1,9,5,7,-4,-2,15,6,3,19
O=C(NCC1CCCO1)c1ccccc1-c1nc(-c2ccccc2)no1 (stereo not drawn),-11,-3,-8,-21,35,10,9,0,5
COc1ccc(CN2CCN(c3ccccc3OC)CC2)c(OC)c1,-12,-3,-4,-8,15,15,-2,1,-30
CC(=O)Nc1ccc(N2S(=O)(=O)c3ccccc3S2(=O)=O)cc1,-10,-2,1,24,16,10,6,1,-24
CSc1nnc(NC(=O)c2cccc(S(=O)(=O)N3CCOCC3)c2)s1,1,-5,-7,-8,-22,3,11,0,6
Cc1cc(=O)oc2c3c(cc(OCC(=O)N4CCC(C(=O)O)CC4)c12)OC(C)(C)CC3,-1,1,10,12,0,17,-7,2,3
Cc1ccc(S(=O)(=O)C2(C(=O)NC3CCCCC3C)CC2)cc1 (stereo not drawn),-2,0,-1,5,39,19,-13,2,0
O=P1(Nn2cnnc2)C=C(c2ccccc2)OC(c2ccccc2)=C1,36,11,-10,-22,12,2,-20,2,-7
CC[C@]1(c2ccccc2)C(=O)N(C(=O)OC)N1C(=O)OC,10,3,-7,1,18,17,0,1,-10
Cc1c(Br)c([N+](=O)[O-])nn1CC(=O)Nc1ccccn1,-4,-2,-8,-5,31,-19,5,1,-2
COc1ccc(NC(=O)CCC(=O)c2cccs2)c(OC)c1,1,-1,7,9,5,14,5,15,-5
CC(=O)n1cc([C@H]2C=C(C(=O)O)O[C@@H](OCCCCO)C2)c2ccccc21,0,3,1,-20,-38,4,-8,-5,-5
CN(CC(=O)Nc1ccc(Cl)c(C(F)(F)F)c1)C(=O)c1cn2ccccc2n1,-3,-3,7,6,-22,-7,12,2,-10
O=C(NCc1cccnc1)c1ccc(CS(=O)(=O)c2ccc(Br)cc2)o1,-5,-3,0,-5,-2,4,-12,-4,-3
C/C(=N/NC(=O)c1ccn(C)n1)c1ccncc1,-8,3,-10,7,4,10,5,1,-5
Cc1ccc(S(=O)(=O)N(C)CCCC(=O)Nc2cc(C)ccc2C)cc1,-4,-6,7,7,17,6,-1,1,19
N#Cc1ccc(-c2ccc(OCC(=O)NCCCN3CCCC3=O)cc2)cc1,0,-3,-2,12,-416,16,-9,1,-20
CCCN1C(=O)/C(=C/c2nc3ccccc3c(=O)[nH]2)c2cc(C)ccc21,4,5,-2,22,-23,-11,4,-32,92*
COc1ccc(-n2cc3ccc([N+](=O)[O-])cc3n2)cc1,87*,4,78*,36,9,38,1,3,78*
O=C1CC(c2ccccc2)Cc2nc(NCc3ccco3)ncc21 (stereo not drawn),-7,-6,-11,-1,19,-35,16,1,-11
Cc1ccc(S(=O)(=O)N2CCCCC2)cc1C(=O)NCCC1=CCCCC1,-8,-1,6,8,12,-3,6,2,2
